Assay outcomes as filed in PubChem BioAssay.
TRHR ag = activates the human TRH receptor; TRHR cells, calcium flux fluo-8, FDSS agonist mode; activation, % at 2 µM; 360,000 compounds, 0.18% hits; in the data active = activation above about 30%; also: 0% is about no effect
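Fluo-8-loaded TRHR cells; 10 s baseline, compound added, kinetic Ca2+ fluorescence read 1/s, agonist mode.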
TRHR PAM = allosterically enhances the human TRH receptor; P34981; TRHR cells, fluo-8 calcium fluorescence, EC20 TRH enhancement; enhancement, % at 2 µM; 360,000 compounds, 0.66% hits; in the data active = enhancement above about 30%; also: 0% is about no effect
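TRHR-expressing cells loaded with fluo-8 calcium dye were read kinetically (ex 480/em 530) during compound addition, then stimulated with an EC20 of TRH (10 nM final). Enhancement of the Gq-mediated intracellular calcium response was scored.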
D2 antag = D2 dopamine receptor (human) antagonism; P14416; HEK293 TREx D2 cells, calcium flux, dopamine EC80; inhibition, % at 10 µM; 340,000 compounds, 2% hits; AID 485344; in the data active = inhibition above about 30%; also: 0% is about no effect
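Calcium flux kinetic readout in an inducible HEK293 TREx D2 line plated overnight at 30 C. After 180 s compound exposure, an EC80 dopamine challenge follows with another 180 s kinetic read to detect antagonism.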
D2 ag = activates the human D2 dopamine receptor; AID 485358; P14416; activation, % at 2 µM; HEK293 T-REx D2 cells, calcium flux agonist mode; 340,000 compounds, 0.53% hits;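 active = activation over 3 SD above normal in the single-dose calcium agonist read, cut at about 30% in these data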; also: 0% is about no effect
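Tetracycline-induced HEK293 T-REx cells with force-coupled D2 receptor, plated overnight at 30 C, loaded with no-wash calcium dye. After a 10 s baseline, compound was pin-added and calcium flux read kinetically for 180 s; calcium rises flagged agonists.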
Pin1 inh = inhibitors of human Pin1; Pin1 FP peptide displacement, HiFluor488, 10 min; AID 504891; Q13526; Potency, µM (titrated, usually from 115 µM), for the others: top-dose activity, negative = inhibition, most hits filed as inhibitors; 390,000 compounds, 0.009% hits; active = well fitted inhibition curve with a large enough effect in the polarisation, with a control signal flat, not every such curve was filed as active; inconclusive = small, poorly fitted or top-dose-only effect, or effect the other way, or a change in a side signal; inactive = no such curve, though single readings can be large or run the other way; the % refers to the polarisation; also: potency is read from the fitted curve at half-maximal effect; % is scaled to controls: 0 for no effect and ±100 for the full control effect
Target sequence (Q13526 whole entry, looked up): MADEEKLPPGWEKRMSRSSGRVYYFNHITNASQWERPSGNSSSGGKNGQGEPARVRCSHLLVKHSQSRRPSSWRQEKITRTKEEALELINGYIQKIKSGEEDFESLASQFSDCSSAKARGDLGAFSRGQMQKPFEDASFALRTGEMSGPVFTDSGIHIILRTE
TrxR1 substrate = rat thioredoxin reductase 1 substrate activity | O89049 | Potency, µM (highest dose often 114 µM), for inactives: at the highest dose activity change, negative = substrate turnover | 390,000 compounds, 0.01% hits | purified TrxR1 substrate turnover, NADPH consumption readout | AID 588456; also: potency is read from the fitted curve at half-maximal effect; % is scaled to controls: 0 for no effect and ±100 for the full control effect; nearly all actives have a fitted effect of over 50% in size
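Rat TrxR1, dispensed at 90 nM, was prereduced with 400 uM NADPH (final) for 5 min at ~22 deg C, then incubated with compound 15 min before 400 uM selenite. A first-read NADPH fluorescence drop versus no-compound background flagged substrates.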
USP1 inh = USP1/UAF1 (human) deubiquitinase inhibition | recombinant USP1/UAF1, Ub-Rhodamine cleavage fluorescence | O94782 | Potency, µM (highest dose often 57.1 µM), for inactives: at the highest dose activity change, negative = inhibition, actives largely listed as inhibitors | AID 743255 | 390,000 compounds, 0.23% hits; also: potency is read from the fitted curve at half-maximal effect; % is scaled to controls: 0 for no effect and ±100 for the full control effect; nearly all actives have a fitted effect of over 60% in size; inactives centre near -12
Target sequence (O94782 whole entry, looked up): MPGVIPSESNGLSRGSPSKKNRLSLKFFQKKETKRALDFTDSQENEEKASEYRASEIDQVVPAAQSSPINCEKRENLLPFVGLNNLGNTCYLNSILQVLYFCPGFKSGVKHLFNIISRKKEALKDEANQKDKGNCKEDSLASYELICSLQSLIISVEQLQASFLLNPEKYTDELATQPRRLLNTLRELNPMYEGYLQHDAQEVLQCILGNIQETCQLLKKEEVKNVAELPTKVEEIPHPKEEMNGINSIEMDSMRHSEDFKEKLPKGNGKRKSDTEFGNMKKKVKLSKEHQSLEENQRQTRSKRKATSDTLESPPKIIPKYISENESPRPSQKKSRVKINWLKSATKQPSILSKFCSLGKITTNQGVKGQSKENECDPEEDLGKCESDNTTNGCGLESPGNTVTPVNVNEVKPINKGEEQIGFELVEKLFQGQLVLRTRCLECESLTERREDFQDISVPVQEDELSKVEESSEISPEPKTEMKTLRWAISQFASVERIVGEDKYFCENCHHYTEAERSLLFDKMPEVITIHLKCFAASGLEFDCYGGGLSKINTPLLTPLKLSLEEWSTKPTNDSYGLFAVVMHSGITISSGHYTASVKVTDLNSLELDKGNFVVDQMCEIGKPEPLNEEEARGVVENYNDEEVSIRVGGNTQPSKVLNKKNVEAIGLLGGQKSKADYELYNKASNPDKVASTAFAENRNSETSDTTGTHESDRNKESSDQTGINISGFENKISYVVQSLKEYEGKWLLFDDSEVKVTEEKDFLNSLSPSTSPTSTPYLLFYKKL
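In this screen, compounds sit with the deubiquitinase complex (1nM) for 15 min at room temperature before Ub-Rho is added at 150nM final. Fluorescence rise is then followed for 6 reads every 60 seconds.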
TrxR1 inh = blocks rat thioredoxin reductase 1; recombinant rTrxR1, NADPH fluorescence consumption, selenite substrate; O89049; 390,000 compounds, 1% hits; Potency, µM (doses to about 114 µM), for the others: at the top dose activity change, negative = inhibition, usual class: inhibitors; also: potency is read from the fitted curve at half-maximal effect; % is scaled to controls: 0 for no effect and ±100 for the full control effect; nearly all actives have a fitted effect of over 65% in size
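Rat TrxR1 (90 nM in the dispensed reagent) was pre-reduced with 400 uM NADPH for 5 min at room temperature, then incubated with compound for 15 min. After 400 uM selenite was added, NADPH fluorescence (Ex 340/Em 450 nm) was followed for 8 min.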
mIDH1 inhibitor = human IDH1 R132H inhibition | O75874 | IDH1-R132H enzyme, NADPH consumption, diaphorase/resazurin fluorescence | Potency, µM (doses to about 76.6 µM), for inactives: at the top dose activity change, negative = inhibition, actives largely listed as inhibitors | 390,000 compounds, 0.093% hits; also: potency is read from the fitted curve at half-maximal effect; % is scaled to controls: 0 for no effect and ±100 for the full control effect; nearly all actives have a fitted effect of over 65% in size
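IDH1-R132H (0.5 ug/mL) preincubated 30 min with compound, then NADPH (0.016 mM) and alpha-KG (2 mM) added; 80 min at RT, pH 7.5. Remaining NADPH coupled via diaphorase/resazurin to fluorescence (540/590 nm); concentration-response curves normalized to no-enzyme control.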
* marks the source's active call; other numbers are inactive results; ? = inconclusive; . = not tested or not shown; & = joins results of further samples; [ ] = dose if it differs, or a comment. Unless noted, calls follow the shape of the dose curve; as a rule, active = well fitted inhibition curve with a large enough effect; inconclusive = small, poorly fitted or top-dose-only effect; inactive = no such curve, though single readings can be large or run the other way. An excerpt; count on the stated rates, not on these rows.

SMILES	TRHR ag	TRHR PAM	D2 antag	D2 ag	Pin1 inh	TrxR1 substrate	USP1 inh	TrxR1 inh	mIDH1 inhibitor
CCCOC(=O)c1c(-c2ccccc2)c(-c2ccccc2)nn(C)c1=O	-1.5	-6	.	-1.5	-9%	-9%	-4%	?	17%
COc1ccc(S(=O)(=O)N2CCOC2CNC(=O)C(=O)NCc2cccnc2)cc1C (stereo not given)	-0.1	-2	6	0.2	2%	1%	-19%	13%	1%
COc1cccc(-c2ccc3ncnc(N(C)Cc4ccco4)c3c2)c1	2.6&0.5	-14&0	-22	0.2	?	2%	.	12%	.
CCOC(=O)C1=CC[C@]2(C)c3c(c4ccccc4n3C)C(=O)C1N2C	-0.5	-6	9	-0.7	-7%	5%	-13%	-8%[57.1 µM]	2%
O=c1c2c3nc4ccccc4nc3n(/N=C/c3cccs3)c2ncn1-c1ccccc1	-1.0	-4	12	-0.3	.	.	.	.	.
Cc1ccc(C(=O)c2cc([N+](=O)[O-])ccc2N2CCCCC2)cc1	-0.7	-9	-6	-0.4	6%	-8%	-1%	0%	-7%
Cc1ccc(C)c(N2CCN(S(=O)(=O)c3cc(-c4cc(C)no4)ccc3C)CC2)c1	0.3	-2	.	0.0	39%[activator]	-5%[57.1 µM]	?	9%[57.1 µM]	2%
COC(=O)[C@@H](NC(=O)NC1CCCc2ccccc21)C(C)C (stereo not given in full)	-0.1	-7	7	0.2	4%	3%	-11%	17%	11%
CCOC(=O)c1ccc(N2C=C(C(=O)OC)C(c3cccc(O)c3)C(C(=O)OC)=C2)cc1	0.3	-16	5	-1.2	-1%	101%[activator]	-19%	178%[activator]	4%
COc1cc2nncc(SC)c2cc1OC	.	.	.	.	6%	6%[57.1 µM]	-11%	11%[57.1 µM]	0%
O=C(c1ccc(Br)cc1)N1CCCC1	-0.1	-4	8	-0.3	3%	-4%	-4%	-6%	-2%
CC(C)NC(=O)c1nc2ccccc2s1	0.5	5	2	-0.8	-5%	-5%	-10%	4%	5%
CCn1cc(C(=O)NCCc2ccccc2)c(=O)c2cc(S(=O)(=O)N3CCCC3)ccc21	0.4	-17	-2	-1.2	-3%	-5%	-9%	13%	9%
Cc1sc2ncnc(OCC(=O)N3CCN(S(=O)(=O)c4ccccc4)CC3)c2c1C	-0.2	-5	12	0.5	0%	-3%	0%	19%[57.1 µM]	-3%
O=C(NCC(c1cccs1)N1CCOCC1)c1cc(-c2ccccn2)nc2ccccc12 (stereo not given)	-0.6	1	-7	-0.3	-7%	-8%	-6%	11%	-11%
CCCCOC(=O)Nc1ccc(OC)cc1S(=O)(=O)N1CCOCC1	0.2	17	3	-0.1	-8%	8%[57.1 µM]	-7%	11%[57.1 µM]	2%
CSc1ccccc1NC(=O)c1cnc2n(c1=O)CCS2	-0.3	-6	-2	-0.5	0%	-1%	-26%	-4%	13%
O=C(O)CCCN1C(=O)NC2NC(=O)NC21 (stereo not given)	-0.7	4	-21	-1.2	3%	-9%	-26%	-5%	10%
O=C(CCNC(=O)c1ccc(Br)cc1)Nc1ccc(S(=O)(=O)N2CCOCC2)cc1	.	.	.	.	12%	-5%	-19%	-2%	-4%
Cc1ccc(NS(=O)(=O)c2cn(C)cn2)cc1	-0.3	-2	-1	-0.2	-10%	-7%	-2%	11%[57.1 µM]	-3%
CCOc1ccc(C(=O)NCC(c2ccc(Cl)cc2)N2CCCCC2)cc1 (stereo not given)	0.3	4	.	-1.6	0%	0%	-31%	13%	0%
COCCNC(=O)Cn1cnc2sc(C)c(S(=O)(=O)N3CCN(c4ccccc4OC)CC3)c2c1=O	0.1&0.1	-4&6	16	0.3	-3%&-5%	7%&-8%	?	17%&-18%	-3%&19%
O=C(COc1ccc(C(=S)N2CCOCC2)cc1)N1CCCC1	-1.0	4	21	-1.6	-1%	7%[57.1 µM]	-18%	6%[57.1 µM]	-2%
CCc1ccc(C(=O)COC(=O)C(Cc2c[nH]c3ccccc23)NC(=O)c2ccc(Br)cc2)cc1 (stereo not given)	-0.3	10	.	-2.6	?	7%	-27%	5%	-6%
Cc1cc(C)c(NC(=O)Cn2c(=O)n(Cc3ccc(C(=O)NCc4ccco4)cc3)c(=O)c3sccc32)c(C)c1	-0.8	1	.	-0.3	?	-2%	1%	-16%	-7%
COc1ccc(CNC(=O)CN2CCC(n3nnc4cc(F)ccc43)CC2)cc1	0.3	-4	-4	-0.6	3%	13%[57.1 µM]	-18%	9%[57.1 µM]	0%
NNc1ccc(Cc2ccc(Cl)cc2Cl)nn1	-0.1	1	-9	1.0	0%	8%	?	9%	0%
CC(NC(=O)c1ccc2c(c1)N(Cc1ccc(Cl)cc1)C(=O)CS2)c1ccccc1 (stereo not given)	1.1	0	.	0.6	-1%	-3%	-17%	-3%	12%
CC1CCc2ccccc2N1CC(=O)Nc1cccc(S(=O)(=O)N2CCCC2)c1 (stereo not given)	-0.6	-7	-2	-0.5	11%	-1%[57.1 µM]	-14%	0%[57.1 µM]	1%
COc1ccc(N2CCN(C(=O)c3nc(SC)ncc3Cl)CC2)cc1	-0.5	-1	.	0.1	-1%	3%	?	12%	8%
O=C(CSc1nc2ccccc2[nH]1)Nc1ccc2c(c1)CCC2	0.5	1	2	0.6	0%	9%[0.457 µM]	-12%	11%	1%
CCOP(=O)(OCC)c1nc(-c2ccccc2Cl)oc1N1CCOCC1	-0.6	8	3	1.1	-3%	3%[57.1 µM]	3%	9%[57.1 µM]	7%
O=c1[nH][nH]cc1C=Nc1ccccc1Cl	0.4	2	-3	0.8	-1%	-8%	-12%	9%	-7%
CCCSCCCNC(=O)CN1C(=O)COc2ccc(S(=O)(=O)N3CCCCCC3)cc21	0.5	25	.	0.3	-10%	-8%	-12%	-3%	27%
O=C(Nc1cccc(NC(=O)c2cccc(F)c2)n1)c1cccc(F)c1	0.5	-5	2	-0.6	2%	-13%[57.1 µM]	-17%	-4%[57.1 µM]	1%
COc1cc(Cl)c(C)cc1NC(=O)CSc1nnc(CCC(=O)O)c(=O)[nH]1	0.1	-3	10	2.9	-3%	-12%[57.1 µM]	-19%	-13%[57.1 µM]	-6%
Cn1c(=O)oc2cc(S(=O)(=O)NCCC(=O)Nc3ccc(F)cc3F)ccc21	-0.5	0	.	0.3	-2%	2%	-33%	8%	-4%
CCOc1ccc(/C=N/n2c(C3CCCCC3)n[nH]c2=S)cc1	-0.3	5	-13	-1.6	0%	-8%	-22%	-21%	0%
c1ccc2cc3[nH]c(CN4CCCCC4)nc3cc2c1	0.2	6	58*	40*	0%	5%[57.1 µM]	-4%	9%[57.1 µM]	0%
O=C(N/N=C/c1cccnc1)C(=O)N1CCCCCC1	0.6	6	8	-0.9	8%	-2%[57.1 µM]	-13%	2%[57.1 µM]	4%

A run of entries of the results above, for reference:
SMILES	TRHR ag	TRHR PAM	D2 antag	D2 ag	Pin1 inh	TrxR1 substrate	USP1 inh	TrxR1 inh	mIDH1 inhibitor
O=C(COc1ccc(C(=S)N2CCOCC2)cc1)N1CCCC1	-1.0	4	21	-1.6	-1%	7%[57.1 µM]	-18%	6%[57.1 µM]	-2%
CCc1ccc(C(=O)COC(=O)C(Cc2c[nH]c3ccccc23)NC(=O)c2ccc(Br)cc2)cc1 (stereo not given)	-0.3	10	.	-2.6	?	7%	-27%	5%	-6%
Cc1cc(C)c(NC(=O)Cn2c(=O)n(Cc3ccc(C(=O)NCc4ccco4)cc3)c(=O)c3sccc32)c(C)c1	-0.8	1	.	-0.3	?	-2%	1%	-16%	-7%
COc1ccc(CNC(=O)CN2CCC(n3nnc4cc(F)ccc43)CC2)cc1	0.3	-4	-4	-0.6	3%	13%[57.1 µM]	-18%	9%[57.1 µM]	0%
NNc1ccc(Cc2ccc(Cl)cc2Cl)nn1	-0.1	1	-9	1.0	0%	8%	?	9%	0%
CC(NC(=O)c1ccc2c(c1)N(Cc1ccc(Cl)cc1)C(=O)CS2)c1ccccc1 (stereo not given)	1.1	0	.	0.6	-1%	-3%	-17%	-3%	12%
CC1CCc2ccccc2N1CC(=O)Nc1cccc(S(=O)(=O)N2CCCC2)c1 (stereo not given)	-0.6	-7	-2	-0.5	11%	-1%[57.1 µM]	-14%	0%[57.1 µM]	1%
COc1ccc(N2CCN(C(=O)c3nc(SC)ncc3Cl)CC2)cc1	-0.5	-1	.	0.1	-1%	3%	?	12%	8%
O=C(CSc1nc2ccccc2[nH]1)Nc1ccc2c(c1)CCC2	0.5	1	2	0.6	0%	9%[0.457 µM]	-12%	11%	1%
CCOP(=O)(OCC)c1nc(-c2ccccc2Cl)oc1N1CCOCC1	-0.6	8	3	1.1	-3%	3%[57.1 µM]	3%	9%[57.1 µM]	7%

(cont.)
SMILES	TRHR ag	TRHR PAM	D2 antag	D2 ag	Pin1 inh	TrxR1 substrate	USP1 inh	TrxR1 inh	mIDH1 inhibitor
O=C(CCC(=O)Nc1ccccc1Cl)NNC(=O)c1ccccc1[N+](=O)[O-]	0.9	-1	-9	-0.1	0%	-2%	-21%	13%	10%
COc1cc(CNC(=O)CCCC/C=C\C(C)C)ccc1O	-0.9	5	-7	-3.4	.	.	.	.	.
CCOc1ccc(Nc2oc(/C=C/c3cc(OC)c(OC)c(OC)c3)nc2C#N)cc1	-1.3	-4	.	-1.0	4%	12%	-21%	4%	0%
Cn1nc(CC(=O)NC2CCCCC2)c2ccccc2c1=O	-1.2	11	-15	-0.3	-7%	7%[57.1 µM]	-20%	3%[57.1 µM]	1%
CCOc1ccc(N(CC(=O)Nc2ccc(C)c(Cl)c2)S(C)(=O)=O)cc1	0.1	3	-1	0.2	1%	-12%	-7%	-9%	3%
O=C(CCCc1ccccc1)c1ccc2c(c1)OCCO2	0.1	-8	9	0.4	2%	-9%	-22%	10%	4%
O=C(CSc1ncnc2c1cnn2-c1ccccc1Cl)N1CCN(C(=O)c2ccco2)CC1	-0.7	4	2	-0.5	1%	-2%	-20%	?	5%
